Screening results as filed in PubChem BioAssay.
TrxR1 substrate: rat thioredoxin reductase 1 substrate activity; Potency, µM (doses to about 114 µM), inactives show top-dose activity change, negative = substrate turnover; O89049; purified TrxR1 substrate turnover, NADPH consumption readout; 390,000 tested, 0.01% active; also: potency is read from the fitted curve at half-maximal effect; % is scaled to controls: 0 for no effect and ±100 for the full control effect; nearly all actives have a fitted effect of over 50% in size
Target sequence (O89049 whole entry, looked up): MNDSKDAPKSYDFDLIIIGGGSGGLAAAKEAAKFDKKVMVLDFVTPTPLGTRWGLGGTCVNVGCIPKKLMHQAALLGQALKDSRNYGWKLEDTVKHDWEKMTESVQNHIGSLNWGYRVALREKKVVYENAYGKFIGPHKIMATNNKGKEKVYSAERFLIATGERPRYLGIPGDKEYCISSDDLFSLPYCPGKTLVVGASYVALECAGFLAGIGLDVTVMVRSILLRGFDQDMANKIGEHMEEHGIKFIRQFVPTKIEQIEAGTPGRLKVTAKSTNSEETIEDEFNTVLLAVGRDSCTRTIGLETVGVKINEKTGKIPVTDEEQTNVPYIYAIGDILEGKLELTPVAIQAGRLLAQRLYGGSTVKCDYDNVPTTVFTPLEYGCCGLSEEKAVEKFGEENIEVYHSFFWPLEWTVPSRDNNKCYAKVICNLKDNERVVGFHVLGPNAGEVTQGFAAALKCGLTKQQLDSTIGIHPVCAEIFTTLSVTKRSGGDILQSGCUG
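Rat TrxR1, dispensed at 90 nM, was prereduced with 400 uM NADPH (final) for 5 min at ~22 deg C, then incubated with compound 15 min before 400 uM selenite. A first-read NADPH fluorescence drop versus no-compound background flagged substrates.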
D2 antag: antagonizes the human D2 dopamine receptor. 340,000 tested, 2% active. HEK293 TREx D2 cells, calcium flux, dopamine EC80. inhibition, % at 10 µM. P14416; in the data active = inhibition above about 30%; also: 0% is about no effect
Target sequence (P14416 whole entry, looked up): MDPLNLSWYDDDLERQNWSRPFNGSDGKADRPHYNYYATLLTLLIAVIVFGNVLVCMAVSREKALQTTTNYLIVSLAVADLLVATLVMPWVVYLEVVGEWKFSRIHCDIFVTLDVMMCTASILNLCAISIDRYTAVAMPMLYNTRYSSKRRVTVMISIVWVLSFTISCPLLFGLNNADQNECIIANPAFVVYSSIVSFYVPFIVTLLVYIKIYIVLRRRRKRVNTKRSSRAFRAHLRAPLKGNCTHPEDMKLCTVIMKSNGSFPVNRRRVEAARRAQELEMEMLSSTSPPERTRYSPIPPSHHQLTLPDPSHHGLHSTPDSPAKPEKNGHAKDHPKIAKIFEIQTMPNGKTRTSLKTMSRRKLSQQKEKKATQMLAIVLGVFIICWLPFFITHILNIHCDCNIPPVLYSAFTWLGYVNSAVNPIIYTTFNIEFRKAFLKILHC
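Measurement of antagonist activity uses fluorescent calcium dye in inducible HEK293 T-REx D2 cells: 10 s baseline, compound addition with 180 s read, EC80 dopamine addition with a further 180 s read.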
TRHR agonist: activates the human TRH receptor; TRHR cells, calcium flux fluo-8, FDSS agonist mode; activation, % at 2 µM; 360,000 tested, 0.18% active; in the data active = activation above about 30%; also: 0% is about no effect
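Agonist-mode FDSS calcium read (Ex 480/Em 530, 1 s cycles) in 1536-well TRHR cells with fluo-8 dye, after 10-cycle baseline and 23 nL compound addition; TRH at EC20 (10 nM final) added afterwards for the enhancer phase.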
TRHR PAM: allosteric enhancers of human TRH receptor | TRHR cells, fluo-8 calcium fluorescence, EC20 TRH enhancement | 360,000 tested, 0.66% active | P34981 | AID 493056 | enhancement, % at 2 µM; in the data active = enhancement above about 30%; also: 0% is about no effect
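TRHR-expressing cells loaded with fluo-8 calcium dye were read kinetically (ex 480/em 530) during compound addition, then stimulated with an EC20 of TRH (10 nM final). Enhancement of the Gq-mediated intracellular calcium response was scored.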
D2 agonist: activates the human D2 dopamine receptor; HEK293 T-REx D2 cells, calcium flux agonist mode; activation, % at 2 µM; 340,000 tested, 0.53% active;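 active = activation over 3 SD above normal in the single-dose calcium agonist read, cut at about 30% in these data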; also: 0% is about no effect
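Tetracycline-induced HEK293 Trex cells with D2 receptor force-coupled to calcium signaling, plated overnight at 30 C and loaded with no-wash calcium dye. Calcium flux read kinetically for 180 s after compound addition; responses flag agonists.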
USP1 inh: blocks the human USP1/UAF1 deubiquitinase complex; 390,000 tested, 0.23% active; O94782; recombinant USP1/UAF1, Ub-Rhodamine cleavage fluorescence; Potency, µM (doses to about 57.1 µM), for inactives: at the top dose activity change, negative = inhibition, actives largely listed as inhibitors; AID 743255; also: potency is read from the fitted curve at half-maximal effect; % is scaled to controls: 0 for no effect and ±100 for the full control effect; nearly all actives have a fitted effect of over 60% in size; inactives centre near -12
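USP1/UAF1 complex at 1 nM was preincubated with compound for 15 min at room temperature, then Ub-Rho substrate (150nM final) was added. Fluorescence (480/540 nm) was read kinetically, 6 reads every 60 seconds.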
mIDH1 inhibitor: human IDH1 R132H inhibition. IDH1-R132H enzyme, NADPH consumption, diaphorase/resazurin fluorescence. Potency, µM (titrated, usually from 76.6 µM), without a hit: at the highest dose activity change, negative = inhibition, usual class: inhibitors. O75874. 390,000 tested, 0.093% active; also: potency is read from the fitted curve at half-maximal effect; % is scaled to controls: 0 for no effect and ±100 for the full control effect; nearly all actives have a fitted effect of over 65% in size
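IDH1-R132H (0.5 ug/mL dispensed) in pH 7.5 Tris buffer was preincubated 30 min with compound, then given a substrate mix of 0.016 mM NADPH and 2 mM alpha-KG for 80 min at room temperature; remaining NADPH was read by diaphorase/resazurin fluorescence.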
Pin1 inh: blocks the human prolyl isomerase Pin1; 390,000 tested, 0.009% active; Q13526; AID 504891; Potency, µM (doses to about 115 µM), inactives show at the top dose activity, negative = inhibition, most hits filed as inhibitors; Pin1 FP peptide displacement, HiFluor488, 10 min; active = well fitted inhibition curve with a large enough effect in the polarisation, with a control signal flat, not every such curve was filed as active; inconclusive = small, poorly fitted or top-dose-only effect, or effect the other way, or a change in a side signal; inactive = no such curve, though single readings can be large or run the other way; the % refers to the polarisation; also: potency is read from the fitted curve at half-maximal effect; % is scaled to controls: 0 for no effect and ±100 for the full control effect
TrxR1 inh: rat TrxR1 inhibition | O89049 | recombinant rTrxR1, NADPH fluorescence consumption, selenite substrate | Potency, µM (titrated, usually from 114 µM), for the others: at the highest dose activity change, negative = inhibition, hits mostly inhibitors | 390,000 tested, 1% active; also: potency is read from the fitted curve at half-maximal effect; % is scaled to controls: 0 for no effect and ±100 for the full control effect; nearly all actives have a fitted effect of over 65% in size
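Rat TrxR1 (90 nM in the dispensed reagent) was pre-reduced with 400 uM NADPH for 5 min at room temperature, then incubated with compound for 15 min. After 400 uM selenite was added, NADPH fluorescence (Ex 340/Em 450 nm) was followed for 8 min.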
Numbers without * were called inactive; ? = inconclusive; · = no result given; [ ] = dose if it differs, or a comment. Unless noted, calls follow the shape of the dose curve; as a rule, active = well fitted inhibition curve with a large enough effect; inconclusive = small, poorly fitted or top-dose-only effect; inactive = no such curve, though single readings can be large or run the other way.

The line under a structure holds: D2 agonist	USP1 inh	D2 antag	TrxR1 inh	mIDH1 inhibitor	TrxR1 substrate	Pin1 inh	TRHR agonist	TRHR PAM
> CCOc1ccc(CNC(=O)C2=Cc3cccc(OC)c3OC2)cc1
    -0.9	?	·	21%[57.1 µM]	5%	9%[57.1 µM]	-9%	-0.6	6
> CCOc1ccc(C/C(O)=C2\C(=O)CC(C)(C)CC2=NCC(=O)O)cc1OCC
    0.3	-8%	9	-3%[57.1 µM]	4%	-4%[57.1 µM]	-2%	0.7	11
> CCCc1nc2ccccc2c(C(=O)OCC(=O)Nc2cccc(S(=O)(=O)N3CCOCC3)c2)c1CC
    0.7	-12%	5	3%	5%	-11%	21%	1.7	-1
> CCOc1ccc(/C=N/OCC(=O)NCc2ccco2)cc1
    1.7	-11%	-5	-15%	-1%	1%[57.1 µM]	8%	-1.1	4
> CN(Cc1ccon1)C(=O)C1CCC(=O)N(Cc2ccc(Cl)cc2)C1 (configuration not stated)
    -0.1	-8%	0	5%	5%	2%	7%	0.2	-2
> CC(=O)N[C@@H](Cc1c[nH]c2ccccc12)C(=O)OCC(=O)Nc1ccc(S(=O)(=O)N(C)C)cc1
    2.0	-2%	29	-2%[57.1 µM]	0%	7%[57.1 µM]	-2%	0.1	-3
> O=C(NCC1CCCO1)C(c1cccnc1)N(C(=O)Cc1cccs1)c1ccccc1 (configuration not stated)
    ·	-15%	·	9%	-1%	11%	10%	·	·
> Nc1nc(Nc2cccc(Cl)c2)sc1C(=O)c1ccc(F)cc1
    -0.7	-4%	·	19%[57.1 µM]	-22%	3%[57.1 µM]	?	-0.1	0
> Fc1c(F)c(F)c(N=Cc2ccc3ncccc3c2)c(F)c1F
    26	-19%	3	13%	4%	-1%	-8%	1.7	-4
> O=C1c2cccc3cccc(c23)N1CN1CCN(c2ccccn2)CC1
    ·	-28%	·	-26%	6%	3%	1%	0.2	10

Arranged by count of non-hydrogen atoms (high to low): some entries from above.
The line under a structure holds: D2 agonist	USP1 inh	D2 antag	TrxR1 inh	mIDH1 inhibitor	TrxR1 substrate	Pin1 inh	TRHR agonist	TRHR PAM
> O=C(NCC1CCCO1)C(c1cccnc1)N(C(=O)Cc1cccs1)c1ccccc1 (configuration not stated)
    ·	-15%	·	9%	-1%	11%	10%	·	·
> O=C1c2cccc3cccc(c23)N1CN1CCN(c2ccccn2)CC1
    ·	-28%	·	-26%	6%	3%	1%	0.2	10
> Nc1nc(Nc2cccc(Cl)c2)sc1C(=O)c1ccc(F)cc1
    -0.7	-4%	·	19%[57.1 µM]	-22%	3%[57.1 µM]	?	-0.1	0

Next part
The line under a structure holds: D2 agonist	USP1 inh	D2 antag	TrxR1 inh	mIDH1 inhibitor	TrxR1 substrate	Pin1 inh	TRHR agonist	TRHR PAM
> COc1cc(/C=C/C(=O)NC2CCCCC2)cc(OC)c1OC
    -0.1	-9%	-7	12%[2.29 µM]	3%	14%[57.1 µM]	-1%	0.5	-4
> Cc1ccc(-n2cc(-c3ccccc3)nc2S(=O)(=O)CC(=O)Nc2ccc(F)cc2)cc1
    ·	?	·	13%	0%	0%	49%[activator]	-0.5	7
> Cc1c([C@@H]2C[C@H]3CN(Cc4cccc(Cl)c4)C(=O)[C@]34CCCN24)cnn1C
    0.9	-16%	1	-15%	7%	5%	?	0.0	-4
> CC(C)(C)c1cc(NC(=O)CCSc2nnc3ccccn23)cc(C(C)(C)C)c1
    ·	-3%	·	11%	0%	7%	-8%	·	·
> O=C(Nc1ccc(Cl)cc1)Nc1nnc(/C=C/c2ccccc2)s1
    1.2	-17%	9	20%	4%	6%	-2%	-0.5	-2
> Clc1cccc(Cl)c1OCCOCCNCc1ccccc1
    1.0	-20%	53*	-6%	7%	-5%	-10%	0.0	-5
> O=C(O)c1ccc(Nc2nc3ccccc3n3cnnc23)cc1
    0.0	-27%	·	-7%	-8%	-12%	0%	-0.1	-1
> Cc1nc2ccn(Cc3cccs3)c(=O)c2cc1C(=O)NCc1ccccc1
    -0.8	7%	·	11%[57.1 µM]	11%	11%[57.1 µM]	-3%	-0.6	12
> CCn1nc(NS(=O)(=O)c2ccccc2[N+](=O)[O-])c2cc3cccc(C)c3nc21
    0.2	-28%	-21	-20%	-6%	-9%	-1%	-0.7	3
> COc1ccc(CCNC(=O)c2cccc(S(=O)(=O)N3CCCCC3)c2)cc1
    -1.9	-22%	-21	12%	1%	0%	-4%	-0.9	-3
> Cc1cc(NCCCn2ccnc2)n2nc(-c3ccc(F)cc3)cc2n1
    0.5	2%	-32	21%	8%	21%	5%	0.0	1
> COCC(=O)N(Cc1cc2cc(OC)ccc2[nH]c1=O)c1ccccc1OC
    -0.2	-25%	-26	9%	6%	41%[activator]	5%	0.2	4
> COc1c(C)cc(S(=O)(=O)NCCc2c(C)[nH]c3ccccc23)c(C)c1C
    0.5	-23%	·	0%	·	-7%	6%	0.9	-3
> O=C(COC(=O)/C=C/c1ccccc1)NCc1ccc2c(c1)OCO2
    ·	-2%	·	14%	-12%	-1%	0%	·	·
> CC(=O)c1cccc(NC(=O)NCc2ccco2)c1
    0.1	-7%	-1	-7%[57.1 µM]	10%	8%	-11%	-0.4	-3
> Cc1ccccc1N(C)S(=O)(=O)c1nnc(NC(=O)C(C)C)s1
    -0.5	-16%	·	14%	-2%	8%[11.4 µM]	-5%	-0.7	3
> COc1ccc(C(C)=O)cc1COC(=O)CCCN1C(=O)c2ccccc2C1=O
    -0.8	-24%	-3	?	-8%	6%[57.1 µM]	3%	-0.3	0
> COc1ccc(-c2noc(-c3ccccc3-c3ccccc3)n2)cc1
    1.5	-7%	23	5%	3%	-2%	7%	1.9	-10
> COCCOc1cc(Nc2nnc(C(F)(F)F)s2)c(Cl)cc1Cl
    0.3	-5%	-5	-1%[57.1 µM]	17%	7%[57.1 µM]	2%	-1.0	1
> CCCn1nc2cc(C(=O)NCCCCc3ccccc3)ccc2c1OCC
    1.1	-19%	-9	-3%[57.1 µM]	1%	58%	2%	-1.3	7
> Cc1ccc(NC(=O)N2Cc3ccccc3CC2C(=O)NC(C)(C)C)cc1 (configuration not stated)
    -0.2	-16%	-3	9%[57.1 µM]	1%	13%[57.1 µM]	-9%	-0.1	2
> Cc1cc(C)c(S(=O)(=O)NCC23C=CC(O2)C2C(=O)N(c4ccccc4)C(=O)C23)c(C)c1 (configuration not stated)
    0.6	-8%	-15	14µM*	7%	-13%	9%	0.3	-5
> O=C(Nc1cccc(F)c1)c1ccco1
    0.1	-29%	-17	21%	33%[activator]	3%	4%	0.7	-5
> COc1cccc(NC(=O)C2CCCN(c3ncnc4onc(-c5ccc(F)cc5)c34)C2)c1 (configuration not stated)
    0.9	4%	·	7%	9%	1%	0%	0.7	-5
> COc1cc([N+](=O)[O-])ccc1NC(=O)/C=C\C(=O)O
    1.6	0%	10	-18%	-8%	-15%	0%	0.6	-4
> Cc1ccccc1NC(=O)c1cccc(NC(=O)c2ccco2)c1
    -2.2	-7%	-3	8%[57.1 µM]	8%	8%[57.1 µM]	7%	-0.6	-8
> CC(=O)Oc1ccc(/C=N/NC(=O)CCSc2ccccc2)cc1
    -0.3	-18%	-3	20%[57.1 µM]	2%	9%	1%	-0.2	-6
> OCCCn1c(CCNc2nc(-c3ccc(Cl)cc3)cs2)nc2cc(C(F)(F)F)ccc21
    ·	?	·	13%	-3%	0%	2%	·	·
> Cc1cc(NC(=O)COCc2cc(-c3ccc(F)cc3)on2)ccc1Br
    0.9	?	·	4%	-7%	-16%	-1%	2.9	24
> O=C1OC(c2ccccc2)/C(=C(/O)c2ccccc2)C1=O (configuration not stated)
    0.3	-4%	-7	-32%	12%	-11%	29%	1.3	-5
> Cc1ccc(C2c3c(-c4cc(C)ccc4O)n[nH]c3C(=O)N2Cc2ccco2)cc1 (configuration not stated)
    -0.4	-22%	·	7%	35µM*	-12%	?	-0.2	3
> CCC(C)NC(=O)c1cc(-c2cccs2)nc2ccccc12 (configuration not stated)
    -1.3	-18%	-3	7%	0%	52%[activator]	-1%	-1.4	-2
> COc1cc(Br)c(CCNC(=O)c2ccco2)cc1OC
    0.2	-20%	36*	12%	7%	1%	8%	-0.8	1
> COC(=O)[C@]1(Cc2ccccc2)N[C@H](CN(C)C(=O)NC(C)C)[C@@H]2C(=O)N(C)C(=O)[C@@H]21
    ·	?	·	14%	-3%[38.3 µM]	1%	-4%	·	·
> O=C(NCCC1=CCCCC1)c1cc(-c2ccccn2)nc2ccccc12
    2.1	-5%	12	23%[57.1 µM]	-1%	6%[57.1 µM]	2%	-0.4	0
> CC(=O)NC12CC3CC(C1)CC(C(=O)Nc1nc4ccc(F)cc4s1)(C3)C2
    ·	-15%	·	12%	-11%	-4%	-7%	0.7	-6
> O=C(NCc1ccc2c(c1)OCO2)c1c(F)c(F)c(F)c(F)c1F
    -0.2	-6%	3	30%	1%	14%	-14%	-0.3	2

4 neighbouring compounds already listed, for reference:
The line under a structure holds: D2 agonist	USP1 inh	D2 antag	TrxR1 inh	mIDH1 inhibitor	TrxR1 substrate	Pin1 inh	TRHR agonist	TRHR PAM
> COC(=O)[C@]1(Cc2ccccc2)N[C@H](CN(C)C(=O)NC(C)C)[C@@H]2C(=O)N(C)C(=O)[C@@H]21
    ·	?	·	14%	-3%[38.3 µM]	1%	-4%	·	·
> O=C(NCCC1=CCCCC1)c1cc(-c2ccccn2)nc2ccccc12
    2.1	-5%	12	23%[57.1 µM]	-1%	6%[57.1 µM]	2%	-0.4	0
> CC(=O)NC12CC3CC(C1)CC(C(=O)Nc1nc4ccc(F)cc4s1)(C3)C2
    ·	-15%	·	12%	-11%	-4%	-7%	0.7	-6
> O=C(NCc1ccc2c(c1)OCO2)c1c(F)c(F)c(F)c(F)c1F
    -0.2	-6%	3	30%	1%	14%	-14%	-0.3	2

The list is partial, so the mix of outcomes need not match the whole.
